Screening results as filed in PubChem BioAssay.
N370S GC mod = N370S glucocerebrosidase modulation, Gaucher chaperone candidate; P04062; N370S GC spleen homogenate, 4MU-glucoside fluorescence; Potency, µM (highest dose often 59.4 µM), without a hit: at the top dose activity change, negative = inhibition, hits mostly inhibitors; actives 0.092% (n = 330,000);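 also: 0% = full enzyme activity and -100% = no enzyme basal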
TDP1 cell noCPT = qHTS for Inhibitors of human tyrosyl-DNA phosphodiesterase 1 (TDP1): qHTS in cells in absence of CPT. DT40 Tdp1-/- hTDP1 cells, no CPT, ATP luminescence, 48 h. Potency, µM (top dose mostly 46.2 µM), inactives show at the highest dose activity change, negative = growth inhibition, actives largely listed as inhibitors. actives 15% (n = 420,000); also: nearly all actives have a fitted effect of over 55% in size
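Seeded 400 DT40-hTDP1 cells/well (vehicle DMSO, no 20 nM CPT); pinned compounds; ≥48 hr at 37 °C; CellTiter-Glo luminescence as viability measure.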
TDP1 inh = TDP1 (human) enzyme inhibition | Q9NUW8 | recombinant TDP1, AlphaScreen DNA substrate cleavage | Potency, µM (doses to about 130 µM), for inactives: at the top dose activity change, negative = inhibition, most hits filed as inhibitors | actives 0.28% (n = 350,000); also: nearly all actives have a fitted effect of over 40% in size
Target sequence (Q9NUW8 whole entry, looked up): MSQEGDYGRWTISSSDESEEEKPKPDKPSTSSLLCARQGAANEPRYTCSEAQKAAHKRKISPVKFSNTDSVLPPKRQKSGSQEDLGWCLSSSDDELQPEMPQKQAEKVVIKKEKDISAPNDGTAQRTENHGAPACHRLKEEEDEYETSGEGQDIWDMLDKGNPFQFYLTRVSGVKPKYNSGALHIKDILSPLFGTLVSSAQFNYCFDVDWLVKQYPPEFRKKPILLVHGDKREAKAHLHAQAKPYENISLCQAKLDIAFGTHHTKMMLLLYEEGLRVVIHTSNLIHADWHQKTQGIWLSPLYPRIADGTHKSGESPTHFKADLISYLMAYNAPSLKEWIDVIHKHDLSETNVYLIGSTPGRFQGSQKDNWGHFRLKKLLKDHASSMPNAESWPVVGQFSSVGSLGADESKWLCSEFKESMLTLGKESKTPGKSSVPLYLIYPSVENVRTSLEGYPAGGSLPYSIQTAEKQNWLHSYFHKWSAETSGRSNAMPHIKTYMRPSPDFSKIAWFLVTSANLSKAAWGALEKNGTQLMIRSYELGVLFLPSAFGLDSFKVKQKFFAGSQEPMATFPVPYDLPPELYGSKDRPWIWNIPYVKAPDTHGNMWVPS
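Steps: enzyme plus compound, 15 min RT; add biotin/phosphotyrosine-FITC oligonucleotide (15 nM final), react 5 min; add donor/acceptor beads (10 ug/ml final), 10 min; read AlphaScreen. Tdp1 at 1 nM final.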
* hit, by the source's call; ? = inconclusive; . = no result given; & = joins results of further samples; [ ] = dose if it differs, or a comment. Calls follow the shape of the dose curve; as a rule, active = well fitted curve in the direction sought with a large enough effect; inconclusive = small, poorly fitted or top-dose-only effect, or another doubt; inactive = no such curve, though single readings can be large; an effect the other way counts as inactive or inconclusive. Unless noted, % is scaled to controls: 0 for no effect and ±100 for the full control effect; potency is read from the fitted curve at half-maximal effect. The list is partial; count on the stated rates, not on these rows.

Every second line gives: N370S GC mod	TDP1 cell noCPT	TDP1 inh
COc1ccc(NCc2cc3ccccc3[nH]c2=O)cc1
 : -1.3%	?	3.9%
N#C/C(=C\c1ccccc1[N+](=O)[O-])C(=O)NCc1ccccc1
 : 0.9%	20.6µM*	7.1%
COc1ccc(NC(=O)CC2SC(=Nc3ccccc3)NC2=O)c(OC)c1 (stereo not given)
 : 1.6%	-21.4%	4.3%
O=C(NC(Cc1ccccc1)C(=O)O)/C(=C\c1ccccc1F)NC(=O)c1ccccc1 (stereo not given)
 : 12.1%	-15.2%	3.0%
CN(C(=O)CSc1nc2ccc(NC(=O)COc3ccc(F)cc3)cc2s1)c1ccccc1
 : .	4.61µM*	3.6%
CN1c2ccc(C=O)c3c(C=O)ccc(c23)N(C)C1(C)C
 : ?	7.31µM*	.
COc1ccc(NC(=O)N2C3CCCC2CC(NC(=O)c2ccccc2)C3)cc1 (stereo not given)
 : -2.3%	-0.9%	-3.8%
Nc1c(-c2cccc([N+](=O)[O-])c2)nc2ccccn12
 : ?	?	-1.3%
COc1ccc(C)cc1NC(=O)CCCN1C(=S)NC(C)(C)CC1C (stereo not given)
 : -3.4%	?	7.0%
COc1ccc(OC)c(-c2cc(C(=O)NCc3ccc(Cl)cc3)no2)c1
 : -15.3%	?	-2.6%&-0.9%
Cc1ccccc1NC(=O)N1CCN(C(=O)c2ccco2)CC1
 : -1.7%	-8.6%	-1.8%
CCCNC(=O)c1onc(CSc2ccncc2)c1C(=O)NCCC
 : 1.0%	-7.3%	2.4%
O=C(OCc1ccccc1Cl)c1ccccc1C(=O)c1ccccc1
 : -4.5%	-19.7%	-3.9%
O=C(CCc1ccccc1)N[C@@H]1c2ccccc2CC[C@H]1OCc1ccccc1
 : .	11.6µM*	-3.1%[56.1 µM]
Cc1n[nH]c(=S)n1/N=C/c1ccccc1OCc1ccc(Cl)cc1Cl
 : 3.8%	?	-5.3%
Cc1ccc(CNC(=O)CCCc2nnc3n(CC(C)C)c(=O)c4sccc4n23)cc1
 : .	?	2.6%
CCOC(=O)c1ccc(N2C(=O)C=CC2=O)cc1
 : 6.4%	1.03µM*	6.8%
Cn1c(=O)c2c(ncn2CC(=O)Nc2cccc(Cl)c2Cl)n(C)c1=O
 : .	?	3.1%[12.3 µM]
O=C(NN=C1CCCCC1)NC1CCCCC1
 : 12.6%	5.3%	-2.6%
CCOc1ccc(-c2nnn(CC(=O)NCCc3c[nH]c4ccccc34)n2)cc1
 : -8.0%	0.6%	0.0%
COc1ccc(CCNC(=O)COC(=O)c2cc(S(=O)(=O)N3CCOCC3)ccc2C)cc1OC
 : .	?	1.4%
CCOC(=O)N1CCN(C(=S)Nc2ccc3nc(N4CCN(CC)CC4)cc(C)c3c2)CC1
 : 3.2%	?	1.1%
Cn1c(CCNC(=O)c2ccccc2Cl)n[nH]c1=S
 : 2.7%	-10.9%	-8.6%
COc1cccc(C(=O)Nc2nnc(-c3ccccc3)s2)c1
 : 6.9%	-0.4%	.
Cc1cccc(C2c3[nH]c4ccccc4c3CCN2C(=O)c2ccc(=O)[nH]c2)n1 (stereo not given)
 : 6.6%	-21.8%	7.2%
CC(=O)Nc1nc2ccccc2n1CCN1CCOCC1
 : 3.3%	-2.7%	5.2%
C=CCn1c(CNC(=O)c2ccccc2C)nnc1SCC(=O)NC1CCCC1
 : -18.2%	-3.0%	6.8%
O=C(NCCN1C(=O)S/C(=C\c2ccc(OC(F)F)cc2)C1=O)[C@@H]1CCCN1C(=O)c1cccs1
 : 6.1%	?	3.0%
Cc1oc2c(C)c3oc(=O)c(CC(=O)N4CCCCC4)c(C)c3cc2c1C
 : .	20.6µM*	2.3%
COc1ccc(/C=C2/C(=O)ON=C2C)cc1Cl
 : -2.5%	?	.
CCc1cc(=O)oc2cc(C)cc(OC(C)C(=O)NCC(O)c3ccccc3)c12 (stereo not given)
 : 1.6%	?	1.8%
Cn1cnc(S(=O)(=O)N2CCN(c3ccccc3)CC2)c1
 : -6.4%	0.1%	5.3%
COc1ccc(C(=O)Nc2cc(Cl)ccc2C(=O)O)cc1
 : -12.1%	-14.1%	.
COc1ccc(NS(=O)(=O)c2cccc(Cl)c2)cc1S(=O)(=O)N1CCCCC1
 : 7.8%	-1.6%	3.5%
CC(OC(=O)c1cnccn1)C(=O)Nc1nc(-c2cccc([N+](=O)[O-])c2)cs1 (stereo not given)
 : .	?	0.2%[56.1 µM]
CN(CC(=O)Nc1cccc(F)c1)C(=O)c1ccc2c(c1)CC(c1ccccc1)OC2=O (stereo not given)
 : -5.6%	5.17µM*	-4.4%
CCS(=O)(=O)N1CCN(S(=O)(=O)c2ccccc2)CC1
 : 0.5%	-3.1%	2.0%
O=c1[nH]c(C2CCCN(S(=O)(=O)c3ccccc3)C2)nc2c1nnn2Cc1cccc(Cl)c1 (stereo not given)
 : -4.5%	-27.5%	8.3%
Cc1nn(CCCC(=O)NCc2ccc(F)cc2)c(=O)c2nccn12
 : -5.2%	-4.7%	.
CN1C(=O)/C(=C/c2ccc(OCc3cccc(F)c3)cc2)NC1=S
 : 2.9%	-22.8%	.
COc1cccc(CNC(=O)C2CCN(c3ncnc4c3nc3n4CCCCC3)CC2)c1
 : -2.1%	?	2.5%
CC(C)Sc1ncc(Cl)c(C(=O)Nc2ccc(S(=O)(=O)N3CCCCC3)cc2)n1
 : .	18.4µM*	2.3%
O=C(CCSc1ccccc1)NC1CCCC1
 : -9.6%	-8.6%	11.9%
CC1C(=O)N(Cc2ccccc2)c2ccccc2N1C(=O)c1ccccc1 (stereo not given)
 : -2.4%	13µM*	.
O=C(CCCc1nc(-c2ccc(Cl)cc2)no1)Nc1cccnc1
 : -20.0%	14.6µM*	5.2%
Cc1cc(OC(C)C(=O)N(Cc2cccs2)C2CCS(=O)(=O)C2)ccc1Cl (stereo not given)
 : -3.6%	?	.
COc1cccc(-c2cn(-c3cccc(C(F)(F)F)c3)c(=S)[nH]2)c1
 : 13.1%	-16.9%	.
O=C(Cn1cc2c(n1)CCCC2)NCCCN1CCN(c2ccccc2F)CC1
 : 8.9%	?	0.0%
Cc1nn(-c2ccccc2)c2nc(N)c(C#N)c(-c3ccc(F)cc3)c12
 : 6.8%	25.9µM*	-8.4%
CC(=O)N[C@@H](CSC(=O)[C@]1([C@@H](O)C(C)C)NC(=O)[C@H](C)[C@@H]1O)C(=O)O
 : 6.5%[12.8 µM]	.	-3.1%[21 µM]
Cc1cc(OCC(=O)N2CCCCCC2)ccc1[N+](=O)[O-]
 : -3.6%	?	5.5%
COc1cccc(NC(=O)N(Cc2c[nH]c3ccccc23)C2CCCCCC2)c1
 : .	9.2µM*	4.7%
Cc1ccc(NC(=O)c2cc(-c3ccccc3O)n[nH]2)cc1C
 : 5.4%	?	.
CCc1cccc(NC(c2ccccc2)c2nnc(-c3ccccc3F)o2)c1 (stereo not given)
 : .	20.6µM*	-5.0%
CCOc1cc(CNCCO)cc(Br)c1OCc1ccccc1
 : ?	16.4µM*	2.6%
CCOC(=O)C1CCN(CCC(=O)Nc2cccc(Cl)c2C)CC1
 : -0.8%	?	2.0%
O=C(NCc1cccs1)C(Cc1ccccc1)n1cccc1 (stereo not given)
 : 3.4%	-14.6%	1.0%
COc1ccc(N2CCN(C(=O)COC(=O)CNC(=O)c3cccc(OC(F)F)c3)CC2)cc1
 : .	-5.3%	2.9%
COC(=O)Nc1ccc(SCC(=O)c2ccccc2)cc1
 : 18.4%	-21.7%	2.5%
O=C(N/N=C/c1cccc(O)c1)c1csc2ccccc12
 : 1.4%	0.651µM*	8.8%

Next compounds follow.
Every second line gives: N370S GC mod	TDP1 cell noCPT	TDP1 inh
O=S(=O)(NCCc1cn2ccsc2n1)c1ccc(Cl)cc1
 : .	-15.3%	2.2%
COc1ccc(CCNC(=O)CCCn2c(=O)c3cccn3c3cccnc32)c(OC)c1
 : 3.8%	-21.4%	-1.8%
Cc1cccc(NC(=O)C2CCCN(c3nc4ccccc4s3)C2)c1C (stereo not given)
 : .	?	9.3%
CC(=O)OC1COC(N2CCc3cc(Br)c([N+](=O)[O-])cc32)C(OC(C)=O)C1OC(C)=O (stereo not given)
 : 2.4%	?	5.9%
CCOC(=O)c1ccc(N2C(=O)CC(N3CCN(Cc4ccccc4)CC3)C2=O)cc1 (stereo not given)
 : -1.9%	-14.8%	4.2%
CC(O)CSc1nc2c(c(=O)n(C)c(=O)n2C)n1CCCc1ccccc1 (stereo not given)
 : 18.6%	?	.
O=C(NCCCN1CCC(Cc2ccccc2)CC1)C1CCC(=O)N1C1CCCC1 (stereo not given)
 : 3.5%	-27.5%	-4.9%
COc1cccc(N/C(SCc2ccccc2Cl)=C(/C#N)C(=O)NCc2cccs2)c1
 : 3.3%	?	0.0%
COc1ccc(C(CNC(=O)c2cccc(S(=O)(=O)Nc3ccc(C)cc3)c2)N2CCCCC2)cc1 (stereo not given)
 : -16.0%	?	.
CC[C@@H]1CC=C[C@H]2[C@H]1C(=O)N(Cc1ccccc1)[C@H]2c1cc(C)ccc1F
 : 12.1%	.	1.2%
CCOc1ccccc1NC(=O)Cc1c(F)cccc1Cl
 : -8.4%	-1.4%	0.6%
CCOc1ccc(-n2nc3ccc(NC(=O)COc4ccccc4C)cc3n2)cc1
 : .	18.4µM*	0.4%[12.3 µM]
COCC(=O)N1CCCC(C(=O)c2ccc(C(F)(F)F)cc2)C1 (stereo not given)
 : -12.9%	4.8%	.
COc1ccc(C(=O)Nc2cccc(NC(C)=O)c2)cc1OC
 : 4.8%	-15.7%	-2.6%
Cc1ccc(S(=O)(=O)N2CCN(C(=O)COC(=O)c3cccc(Cl)c3)CC2)c(C)c1
 : .	?	1.2%
O=C(O)COc1ccc(/C=C/c2nc3ccc([N+](=O)[O-])cc3s2)cc1
 : 9.0%	?	1.2%
CCC(C)[C@H](NC(=O)NCc1ccccc1Cl)C(=O)O (stereo not given in full)
 : 1.8%	1.5%	11.9%
COCCN(Cc1ccc(C)c(Br)c1)S(=O)(=O)c1ccc2[nH]c(=O)ccc2c1
 : .	?	0.0%
Cc1c(C(=O)OCC(=O)Nc2c(C)n(C)n(-c3ccccc3)c2=O)cccc1[N+](=O)[O-]
 : 1.5%	?	7.4%
Cc1cccc(Cn2c(O)c(N=NC(=S)Nc3ccccc3F)c3ccccc32)c1
 : 2.1%	7.31µM*	10.8%
Cc1ccc(C(C)C)c(OCCCn2c(=O)oc3ccc(C)cc32)c1
 : .	16.4µM*	-5.3%
Cc1ccc(C(=O)NN2C(=O)C3C4C=CC(C4)[C@@H]3C2=O)cc1 (stereo not given in full)
 : -2.2%	-3.4%	-1.9%
COc1ccc(-c2nc(-c3ccccc3)nc(Cl)c2C#N)cc1
 : 5.2%	10.3µM*	0.0%
Cc1cc(NS(=O)(=O)c2ccc(NC(=O)c3ccoc3C)cc2)nc(C)n1
 : -0.3%	-2.5%	1.9%
Cc1c(NC(=O)CN2C(=O)NC(C)(c3ccc4c(c3)OCCO4)C2=O)c(=O)n(-c2ccccc2)n1C (stereo not given)
 : -1.9%	-3.1%	0.0%
COCCCNC(=O)/C=C/c1c(Cl)cccc1Cl
 : 0.8%	?	5.3%
CCc1ccc(CNC(=O)c2sc3ncccc3c2-n2c(C)ccc2C)cc1
 : .	20.6µM*	5.3%
Cc1nn(-c2ccccc2)c(N)c1-c1ccccc1
 : 5.8%	11.1%	2.7%
O=CNCc1nc2ccccc2n1CCc1ccccc1
 : 6.5%	4.2%	.
Cc1ccc(-c2cc(C(F)F)n3ncc(C(=O)N4CCc5ccccc54)c3n2)cc1
 : 14.9%	1.84µM*	1.2%

Some of the entries above, set out differently.
molecule,N370S GC mod,TDP1 cell noCPT,TDP1 inh
Cc1ccc(C(C)C)c(OCCCn2c(=O)oc3ccc(C)cc32)c1,.,16.4µM*,-5.3%
Cc1ccc(C(=O)NN2C(=O)C3C4C=CC(C4)[C@@H]3C2=O)cc1 (stereo not given in full),-2.2%,-3.4%,-1.9%

The listing continues.
Every second line gives: N370S GC mod	TDP1 cell noCPT	TDP1 inh
CC(C)(COC(=O)Nc1ccccc1)COC(=O)Nc1ccccc1
 : 27.6%	?	.
CCS(=O)(=O)N1CCC2(CC1)OC(=O)C(C)=C2C(=O)NCc1cccc(Cl)c1
 : .	-2.5%	5.3%
COc1ccc(C(=O)OCC(=O)NCc2ccc3c(c2)OCO3)cc1S(=O)(=O)N1CCOCC1
 : .	-9.7%	1.1%
O=C(OCC(=O)N1CCCc2ccccc21)c1cccnc1Cl
 : 0.6%	14.5%	0.0%
Cc1cc(C(=O)NNC(=O)CCCCC(=O)NNC(=O)c2cc(C)[nH]n2)n[nH]1
 : -2.7%	3.5%	1.1%
NC(=O)CC(NC(=O)Cc1cccc2ccccc12)c1ccc(NC2CC3CCC2C3)c([N+](=O)[O-])c1 (stereo not given)
 : -9.7%	-1.3%	.
CCC1CCCCN1CCCNC(=O)C1CCCN(S(=O)(=O)N2CC(C)CC(C)C2)C1 (stereo not given)
 : -9.9%	17.2%	7.6%
CC(=O)c1cccc(NC(=O)c2cnn(-c3ccccc3)c2C)c1
 : -1.2%	?	3.7%
